High-throughput results deposited in PubChem BioAssay by National Center for Advancing Translational Sciences (NCATS).
PI5P4K alpha inh: PI5P4K alpha (human) kinase inhibition; max response, %; PI5P4Kalpha enzyme, ADP-Glo luminescence, 60 min; hits give low values; hit rate 1.2% among 330,000; active = max response of -50% or lower; inconclusive = between -30% and -50%; inactive = -30% or higher; also: value at the top dose of about 77 µM; % is scaled to controls: 0 for no effect and ±100 for the full control effect
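Human PI5P4Kalpha with substrate in 0.038 M HEPES pH 7.4, 0.28 mM EGTA, 0.1% CHAPS, 5% DMSO; reaction started with 5 microM ATP (final), 60 min at room temperature. ADP formed read by ADP-Glo luminescence.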
PLK1 PBD block: blocks phosphopeptide binding to human PLK1 polo-box domain; P53350; Plk1 PBD binding of FITC phosphopeptide, fluorescence polarization; Potency, µM, inactives show max response, negative = inhibition, hits mostly inhibitors; hit rate 2.8% among 360,000; AID 720504; also: potency is read from the fitted curve at half-maximal effect; series mostly up to about 57 µM; % is scaled to controls: 0 for no effect and ±100 for the full control effect; nearly all actives have a fitted effect of over 65% in size
EPAC2 ag: EPAC2 (human) agonism; Q8WZA2; Potency, µM (doses to about 154 µM), without a hit: top-dose activation, actives largely listed as activators; EPAC2 activation, biochemical qHTS; response scale: 100% = 6.5 mM cAMP response; hit rate 0.079% among 360,000; also: potency is read from the fitted curve at half-maximal effect; nearly all actives have a fitted effect of over 50% in size
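Fluorescence exchange assay: 100 nM EPAC2 with 250 nM RAP1B-BODIPY-GDP and 50 uM GDP; compounds tested as a concentration-titration series (qHTS). Loss of Rap1-bound BODIPY-GDP fluorescence read at 480/540 nm; data normalized to 6.5 mM cAMP.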
IL2 activator: IL-2 activation. hit rate 0.065% among 360,000. activation, % (series mostly up to about 46 µM). AID 652025. IL-2 activation reporter assay, cell-based qHTS; stimulated with anti-CD3/CD4/CD28 beads; in transgenic mouse T cells; in the data active = activation above about 50%; inconclusive = mostly about 30% to 49%; also: 0% is about no effect
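Screening format: compound pinned onto unstimulated transgenic mouse T cells, 60 min incubation, then anti-CD3/anti-CD4/anti-CD28 bead stimulation for 18 hours at 37 degrees C, followed by EGFP and DsRed detection.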
EPAC1 antagonist: blocks human EPAC1 exchange factor. Potency, µM (series often up to 115 µM), inactives show top-dose activity change, negative = inhibition, actives largely listed as inhibitors. hit rate 0.14% among 360,000. EPAC1 GEF assay, Rap1b-BODIPY-GDP exchange fluorescence. AID 720709;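 also: potency is read from the fitted curve at half-maximal effect; plate controls were vehicle for no effect and positive control for full effect; nearly all actives have a fitted effect of over 50% in size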
EPAC1 agonist: EPAC1 (human) agonism | hit rate 0.073% among 360,000 | Potency, µM (titrated, usually from 154 µM), for inactives: at the top dose activation, most hits filed as activators | AID 720707 | O95398 | EPAC1 agonist qHTS, biochemical assay; response scale: 100% = response to 6.5 mM cAMP; also: potency is read from the fitted curve at half-maximal effect; nearly all actives have a fitted effect of over 60% in size
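Fluorescent GDP-exchange assay: 100 nM EPAC1 with 250 nM Rap1B preloaded with BODIPY-GDP and 50 uM GDP; compounds tested as concentration series, 5 min at room temperature, then read every 5 min for 30 min (ex 480/em 540 nm); normalized to 6.5 mM cAMP.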
CCT chaperon mod: modulators of cytosolic chaperonin (CCT/TRiC) activity; hit rate 0.3% among 360,000; activity change, % (test concentration not listed), hits read low; AID 651819; purified chaperonin ATPase assay, HTRF ADP detection, 30 min; in the data active = activity change below about -30%; also: % is scaled to controls: 0 for no effect and ±100 for the full control effect
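TRiC at 40 or 20 nM final (batch-dependent) in 30 mM Tris pH 7.4, 100 mM KCl, 5 mM MgCl2, 1 mM DTT, with compound at single 76 uM and 10 uM ATP, 30 min at 37 deg C. ADP detected by HTRF Transcreener, 665/615 ratio.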
WRN inhibitor: inhibitors of human WRN helicase; Potency, µM (doses to about 114 µM), without a hit: top-dose activity change, negative = inhibition, usual class: inhibitors; Q14191; WRN helicase unwinding, fluorescent forked duplex, kinetic; hit rate 0.46% among 360,000; AID 651768; also: potency is read from the fitted curve at half-maximal effect; % is scaled to controls: 0 for no effect and ±100 for the full control effect; nearly all actives have a fitted effect of over 55% in size
Target sequence (Q14191 whole entry, looked up): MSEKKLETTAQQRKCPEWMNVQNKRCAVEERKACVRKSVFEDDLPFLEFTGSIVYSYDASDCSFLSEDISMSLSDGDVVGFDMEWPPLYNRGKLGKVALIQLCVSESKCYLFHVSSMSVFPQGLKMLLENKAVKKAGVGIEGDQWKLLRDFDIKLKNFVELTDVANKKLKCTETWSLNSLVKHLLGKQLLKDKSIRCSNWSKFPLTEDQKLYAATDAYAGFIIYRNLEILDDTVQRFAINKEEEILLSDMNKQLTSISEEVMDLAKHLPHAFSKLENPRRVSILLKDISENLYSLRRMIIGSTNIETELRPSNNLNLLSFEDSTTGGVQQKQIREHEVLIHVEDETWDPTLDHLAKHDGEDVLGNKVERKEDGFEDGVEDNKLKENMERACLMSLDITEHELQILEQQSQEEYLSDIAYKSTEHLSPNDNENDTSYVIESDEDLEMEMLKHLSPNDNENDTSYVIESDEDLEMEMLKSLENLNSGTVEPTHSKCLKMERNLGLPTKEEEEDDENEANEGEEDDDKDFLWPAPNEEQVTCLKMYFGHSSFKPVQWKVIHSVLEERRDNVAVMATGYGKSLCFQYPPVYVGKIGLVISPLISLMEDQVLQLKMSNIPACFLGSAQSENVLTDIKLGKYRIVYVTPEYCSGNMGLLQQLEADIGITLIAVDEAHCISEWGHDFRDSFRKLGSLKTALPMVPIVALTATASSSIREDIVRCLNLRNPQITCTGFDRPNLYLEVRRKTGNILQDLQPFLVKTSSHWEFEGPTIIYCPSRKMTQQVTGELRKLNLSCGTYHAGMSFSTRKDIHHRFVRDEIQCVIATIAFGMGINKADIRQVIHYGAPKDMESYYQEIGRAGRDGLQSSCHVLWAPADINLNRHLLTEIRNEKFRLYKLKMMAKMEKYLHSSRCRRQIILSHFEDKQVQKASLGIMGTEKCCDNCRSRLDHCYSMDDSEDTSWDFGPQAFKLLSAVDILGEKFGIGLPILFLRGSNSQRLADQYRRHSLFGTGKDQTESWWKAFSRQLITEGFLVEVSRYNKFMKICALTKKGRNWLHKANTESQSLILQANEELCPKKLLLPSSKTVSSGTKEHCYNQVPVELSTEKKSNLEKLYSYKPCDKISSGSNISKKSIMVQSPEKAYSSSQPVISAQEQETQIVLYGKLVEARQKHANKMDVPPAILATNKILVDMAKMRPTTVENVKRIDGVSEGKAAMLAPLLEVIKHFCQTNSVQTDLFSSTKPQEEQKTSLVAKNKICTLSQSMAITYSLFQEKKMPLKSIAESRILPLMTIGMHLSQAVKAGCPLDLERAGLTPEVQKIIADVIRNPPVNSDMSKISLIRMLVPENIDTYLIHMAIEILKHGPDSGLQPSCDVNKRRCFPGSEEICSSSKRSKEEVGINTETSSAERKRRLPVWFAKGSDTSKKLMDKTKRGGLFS
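Kinetic red-fluorescence monitoring (525/598 nm) tracks WRN helicase activity after 100 nM fluorophore-quencher forked duplex and 2 mM ATP are added to 20 nM enzyme pretreated 15 min at room temperature with compound.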
An asterisk follows results filed as active; ? = inconclusive; nt = no result given; [ ] = dose if it differs, or a comment. Unless noted, calls follow the shape of the dose curve; as a rule, active = well fitted curve in the direction sought with a large enough effect; inconclusive = small, poorly fitted or top-dose-only effect, or another doubt; inactive = no such curve, though single readings can be large; an effect the other way counts as inactive or inconclusive. This is a subset; count on the stated rates, not on these rows.

The line under a structure holds: PI5P4K alpha inh | PLK1 PBD block | EPAC2 ag | IL2 activator | EPAC1 antagonist | EPAC1 agonist | CCT chaperon mod | WRN inhibitor
O=C(CSCc1nc2ccccc2[nH]1)Nc1ccc2ccccc2c1
    nt | -8% | 8% | -3.4 | -8% | 6% | -0.1 | 10%
O=C(COC(=O)CCCc1nc2ccccc2s1)Nc1ncc(Cl)cc1Cl
    -29 | -20% | 11% | -1.2 | -16% | 9% | 0.1 | -14%
COc1cc(NC(=O)c2cc3nc(C4CC4)cc(C(F)(F)F)n3n2)c(OC)cc1Cl
    -16 | -2% | -4% | -0.8 | -5% | -12% | 0.2 | -10%
Cc1nn(CC(=O)c2cccc(Cl)c2)c(C)c1[N+](=O)[O-]
    -6 | 2% | 11% | -0.5 | -12% | 4% | 0.0 | -22%
Cn1c(C(=O)N2CCN(c3ccccn3)CC2)cc2ccccc21
    4 | -8% | 10% | 0.7 | 2% | 12% | -0.4 | -4%
COc1cc(-c2nc(CN(C)C(C)c3ccncn3)c(C)o2)ccc1F (stereo not given)
    -2 | -6% | 3% | 1.4 | 16% | -1% | -2.3 | 3%
Cc1ccc(-c2ccc(/C=N/c3ncn[nH]3)o2)cc1Cl
    9 | -6% | -10% | 0.0 | -21% | 0% | -0.6 | -6%
O=C(Nc1nnc(-c2ccncc2)s1)C1CCCO1 (stereo not given)
    -12 | 21µM* | 26% | 0.9 | -1% | 3% | 0.1 | -11%
CCn1cnc2cc(NS(=O)(=O)c3ccc(C)cc3)ccc21
    nt | -5% | 5% | -1.2 | -1% | 3% | -0.6 | 3%
COc1ccccc1N1C(=O)CC(Nc2ccc(N3CCOCC3)cc2)C1=O (stereo not given)
    -4 | -19% | 0% | -1.4 | 9% | -4% | 1.5 | 5%
CCC1CN(C(=O)N2CCC(C(=O)NCCc3ccccc3)CC2)c2ccccc2O1 (stereo not given)
    16 | -2% | -1% | -1.0 | 11% | 2% | -0.5 | -2%
CN1CCN(c2nc3c(c(=O)[nH]c(=O)n3C)n2CCSc2nc3ccccc3s2)CC1
    -5 | 2% | 6% | -1.3 | 3% | 6% | -1.4 | 7%
COc1cccc(-n2nnc3c(=O)n(CC(=O)N4CCCc5ccccc54)cnc32)c1
    nt | 2% | 7% | -3.0 | 11% | 9% | -0.3 | -6%
O=C(O)c1ccc(/C=C2\SC(=S)N(Nc3ccccc3)C2=O)cc1
    ? | 21µM* | 4% | 0.5 | -23% | -2% | 0.3 | 1%[11.6 µM]
COc1ccc(C(O)c2nc(-c3ccccc3OC)cs2)cc1 (stereo not given)
    4 | 4% | 9% | -0.5 | 1% | 5% | -1.6 | -2%
Cc1cc(Cl)ccc1OCCCC(=O)N1CCCCC1
    0 | -7% | 20% | 0.4 | -13% | 7% | -3.3 | -1%
Cc1ccc([C@@H]2CC=C(C(=O)O)[C@H](c3ccc(Cl)cc3)N2S(=O)(=O)c2ccccc2C)cc1
    0 | 21µM* | -4% | -0.7 | ? | -17% | 0.1 | -13%
O=C(Nc1ccc(O)c(C(=O)O)c1)Oc1ccccc1
    ? | -27% | 3% | -2.0 | -5% | 12% | -1.6 | -7%
O=C(COC(=O)CCC(=O)Nc1nccs1)NCc1ccco1
    nt | 1% | 2% | -1.4 | -1% | 7% | -1.1 | -18%
Cc1ccc(S(=O)(=O)N2CCCCC2)cc1NC(=O)C1CCCO1 (stereo not given)
    -10 | -10% | -3% | -0.4 | 11% | -4% | -0.6 | -6%

10 entries from above in another layout:
compound | PI5P4K alpha inh | PLK1 PBD block | EPAC2 ag | IL2 activator | EPAC1 antagonist | EPAC1 agonist | CCT chaperon mod | WRN inhibitor
O=C(CSCc1nc2ccccc2[nH]1)Nc1ccc2ccccc2c1 | nt | -8% | 8% | -3.4 | -8% | 6% | -0.1 | 10%
O=C(COC(=O)CCCc1nc2ccccc2s1)Nc1ncc(Cl)cc1Cl | -29 | -20% | 11% | -1.2 | -16% | 9% | 0.1 | -14%
COc1cc(NC(=O)c2cc3nc(C4CC4)cc(C(F)(F)F)n3n2)c(OC)cc1Cl | -16 | -2% | -4% | -0.8 | -5% | -12% | 0.2 | -10%
Cc1nn(CC(=O)c2cccc(Cl)c2)c(C)c1[N+](=O)[O-] | -6 | 2% | 11% | -0.5 | -12% | 4% | 0.0 | -22%
Cn1c(C(=O)N2CCN(c3ccccn3)CC2)cc2ccccc21 | 4 | -8% | 10% | 0.7 | 2% | 12% | -0.4 | -4%
COc1cc(-c2nc(CN(C)C(C)c3ccncn3)c(C)o2)ccc1F (stereo not given) | -2 | -6% | 3% | 1.4 | 16% | -1% | -2.3 | 3%
Cc1ccc(-c2ccc(/C=N/c3ncn[nH]3)o2)cc1Cl | 9 | -6% | -10% | 0.0 | -21% | 0% | -0.6 | -6%
O=C(Nc1nnc(-c2ccncc2)s1)C1CCCO1 (stereo not given) | -12 | 21µM* | 26% | 0.9 | -1% | 3% | 0.1 | -11%
CCn1cnc2cc(NS(=O)(=O)c3ccc(C)cc3)ccc21 | nt | -5% | 5% | -1.2 | -1% | 3% | -0.6 | 3%
COc1ccccc1N1C(=O)CC(Nc2ccc(N3CCOCC3)cc2)C1=O (stereo not given) | -4 | -19% | 0% | -1.4 | 9% | -4% | 1.5 | 5%

The list goes on.
The line under a structure holds: PI5P4K alpha inh | PLK1 PBD block | EPAC2 ag | IL2 activator | EPAC1 antagonist | EPAC1 agonist | CCT chaperon mod | WRN inhibitor
COC(C[C@@H](O)CC(=O)[C@@H](C)OCc1ccccc1)OC
    -2 | -6% | -3% | 0.2 | -4% | 10% | 0.1 | -7%
CC(C)CC(c1nnnn1CC1CCCO1)N1CCN(C2CCCC2)CC1 (stereo not given)
    -7 | -4% | 16% | -0.1 | 11% | 16% | -1.0 | 6%
O=C(c1ccccc1F)N1CCN(c2ccc([N+](=O)[O-])c(NCC3CCCO3)c2)CC1 (stereo not given)
    -1 | -6% | 11% | -3.4 | -23% | 5% | -0.7 | 0%
CC(C)(O)C1=NOC(c2ccccc2)C1 (stereo not given)
    -2 | -3% | -2% | -0.2 | -17% | 3% | -1.2 | -12%
Cc1cccc(N2C(=O)CCC2=O)n1
    -2 | -4% | 10% | -1.9 | 15% | 10% | -2.5 | 9%
Nc1cc(CN2C(=O)c3ccccc3C2=O)cc(Cl)c1O
    nt | -10% | 0% | 0.2 | 23% | -2% | -1.3 | -24%
COc1cc(/C=C/C(=O)OCC(=O)NC(=O)NC(C)(C)C)ccc1OCC#N
    2 | -15% | 13% | -2.7 | ? | 3% | -3.2 | 2%
COc1ccc(C(=O)c2[nH]c(N)c(C(=O)NCCc3c[nH]c4ccccc34)c2-c2ccc(Cl)c(F)c2)cc1
    -10 | -4% | 16% | 0.5 | ? | 11% | -0.4 | 4%
COc1ccccc1NC(=O)C(C)OC(=O)c1cc2ccccc2[nH]1 (stereo not given)
    0 | 4% | -8% | -1.0 | ? | -9% | -5.3 | -1%
Cn1c(CCN2CCOCC2)nc2cc(NC(=O)c3cccs3)ccc21
    13 | -2% | 11% | -1.1 | -7% | 7% | -3.1 | -5%
O=C(NC1CCCCC1)c1ccc(CS(=O)Cc2ccccc2Cl)o1 (stereo not given)
    -1 | -11% | 3% | -2.7 | 15% | -4% | 1.3 | -4%
CC(C)Nc1nc(Nc2ccc(C(N)=O)cc2)c2sccc2n1
    5 | -11% | 1% | -0.7 | -3% | -5% | 2.5 | -13%
Cc1ccc2c(c1)c(CC(=O)Nc1ccc(C)c(F)c1)c(C(=O)O)n2C
    nt | -13% | -1% | 1.7 | 3% | -8% | 1.2 | -12%
CC(C)OCCCNC(=O)NC(=O)c1ccc(Cl)cc1
    -1 | 2% | 1% | -0.4 | 3% | -8% | -5.6 | 4%
O=C(c1ccccc1)N1CCC(=O)N1c1ccccc1
    -2 | -4% | -5% | 0.2 | 8% | -6% | 0.2 | 0%
Cc1ccccc1NS(=O)(=O)c1cccc2nonc12
    -19 | 0% | 7% | -1.4 | 9% | 3% | 0.7 | -6%
Cn1c(=O)c2c(ncn2CC(=O)OCC(=O)c2ccc(Cl)cc2)n(C)c1=O
    1 | -6% | 7% | -0.1 | -16% | 1% | -1.1 | -2%
O=C(Nc1cc(Cl)cc(Cl)c1)C1CC(=O)N(C2CCCC2)C1 (stereo not given)
    23 | -6% | -5% | -3.9 | -21% | 6% | -1.6 | -3%
CC(C)Cn1c(N)c(C(=O)COC(=O)c2ccc3c(c2)OCCO3)c(=O)n(C)c1=O
    nt | 1% | -1% | -3.1 | 0% | 4% | -1.2 | 0%
COc1ccc(NC(=O)C[C@@H]2C(=O)N(Cc3ccccc3)CC2(C)C)cc1
    3 | -10% | 14% | -1.2 | -12% | -2% | -2.6 | -1%
CC(C)CCNc1ncnc2c1nnn2Cc1ccccc1
    0 | -1% | 3% | -0.6 | -12% | 8% | 1.2 | -4%[57.1 µM]
CCOc1ccc(NS(=O)(=O)c2cc(C(=O)NCCCN3CCCC3=O)ccc2C)cc1
    4 | -18% | -5% | -0.1 | -1% | -1% | 0.7 | 9%
O=C(CSc1oc(-c2cccs2)nc1S(=O)(=O)c1ccc(F)cc1)NCC1CCCO1 (stereo not given)
    -18 | -27% | 3% | -2.7 | ? | -20% | 1.0 | -4%
COc1ccccc1COCC(O)CNCCc1ccc(C(F)(F)F)cc1 (stereo not given)
    1 | -3% | 9% | -5.1 | 12% | -3% | 2.2 | -7%
Cc1ccccc1NC(=S)NCc1ccco1
    2 | -11% | -4% | -0.5 | -1% | 0% | -2.8 | -1%
CCOC(=O)CSc1nc(N2CCOCC2)c2c(c1C#N)CC(C)(C)OC2
    5 | 3% | 3% | 1.1 | -8% | 4% | 1.0 | -1%
Cc1oc2c(c(=O)c1C)C(=O)CC(c1ccccc1)C2 (stereo not given)
    -1 | -2% | 2% | -1.9 | 1% | 10% | -1.2 | -4%
CCCC(C(=O)O)N1C(=O)/C(=C/c2cccn2C)SC1=S (stereo not given)
    -19 | 57%[activator] | -1% | -0.6 | -18% | 9% | 2.4 | -24%
Cc1cc(NC(=O)C(=O)c2cn(C)c3ccccc23)no1
    3 | -20% | -4% | -5.9 | -15% | 6% | 2.6 | -22%
